Screening data deposited in PubChem BioAssay by Johns Hopkins Ion Channel Center.
KCNQ1 act: potentiates or activates the human KCNQ1 potassium channel; 310,000 tested, 0.35% active; CHO-K1 KCNQ1, thallium flux FluxOR fluorescence; stronger effect = higher value; P51787; B-score at 10 µM;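 active = fluorescence ratio B-score, a plate-corrected score, at least three library SD, with initial intensity B-score within 5 SD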
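Doses: Single concentration per compound, DMSO matched to controls | Test system: KCNQ1-transfected CHO-K1 cells | Timing: 90 min dye loading and 20 min compound exposure, both at room temperature | Measured by: Kinetic FluxOR thallium fluorescence, 10-s 1-Hz baseline, 110-s post-stimulus read | Medium: Assay buffer with matched DMSO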
MrgX1 ag: activates human MrgX1 receptor signaling | Q96LB2 | AID 588627 | B-score at 10 µM | MrgX1-HEK293 cells, Fluo-4 calcium fluorescence, agonist mode; stronger effect = higher value | 310,000 tested, 0.44% active;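 active = calcium response B-score plate-corrected fluorescence ratio at least 3 library SD, with starting fluorescence B-score inside 5 SD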
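Test system: HEK293 cells stably expressing human MrgX1 receptor; amount: 15,000 cells per well; doses: compound delivered in addition one of three; times: overnight plating before 1 h dye loading; detection: Fluo-4 NW calcium-flux fluorescence, kinetic read; read-out basis: B-scored fluorescence response ratio; controls: positive and negative controls per plate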
hERG protect: shields human hERG channel from block by proarrhythmic agents. 310,000 tested, 0.51% active. AID 1511. CHO-hERG, FluxOR thallium flux, dofetilide IC70 present. activation (rescue from dofetilide block), less the hit threshold, % at 10 µM. Q12809;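 active = activation above the mean of controls blocked by dofetilide plus 5 SD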;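 note: thallium influx through hERG after potassium depolarization seen as dye fluorescence rise; in these data hits start at about 4.7%; inactives centre near -7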
RGS4 inh: human RGS4 inhibition; HEK293 M3R/RGS4 inducible, Fluo-4 calcium flux; stronger effect = higher value; triggered by carbachol at its EC20; B-score at 10 µM; 310,000 tested, 0.45% active; AID 463165;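 active = B-score, a plate-corrected calcium signal, over three deviations above library mean, with baseline fluorescence within five deviations of library mean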;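 note: RGS4 expression induced by doxycycline in cells with stable M3 receptor; B-score is computed from the integrated fluorescence ratio over baseline after carbachol; higher B-score means a larger calcium signal and so more RGS4 inhibition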
RGS4 pot: potentiators or activators of RGS4; HEK293 M3R/inducible RGS4, carbachol calcium flux Fluo4; stronger effect = lower value; B-score at 10 µM; 310,000 tested, 0.92% active; AID 463111;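 active = B-score of the integrated calcium signal more than 4 SD below the library mean, with starting fluorescence not abnormally high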;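 note: negative B-score means reduced calcium response which marks RGS4 activation or potentiation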
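test system = HEK293 cells with stable M3R and inducible RGS4 | schedule = recording 10 s baseline at 1 Hz, 100 s post-agonist | technique = Fluo4-AM (2 µM) calcium-flux fluorescence, kinetic read | measure = Agonist-evoked peak-minus-minimum fluorescence over baseline, integrated ratio, B score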
KCNK9 inh: human KCNK9 channel inhibition. 310,000 tested, 1.2% active. AID 488922. B-score at 10 µM. HEK293 KCNK9, FluxOR thallium flux fluorescence; stronger effect = lower value;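 active = ratio B-score over 3 SD below the library mean, with starting fluorescence within 5 SD of its mean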;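 note: negative B-score means less thallium flux so channel inhibition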
TMEM16A inh: mouse TMEM16A channel inhibition, primary screen; HEK293 TMEM16A/YFP iodide influx fluorescence, ionomycin; Q8BHY3; AID 588511; normalized B-score (activity score, 25-100; higher = stronger inhibition) at 10 µM; 310,000 tested, 1.2% active;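 active = ratio plate-corrected score three or more library SD toward inhibition, starting fluorescence score within five deviations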;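 note: score derived from kinetic fluorescence span divided by baseline fluorescence per well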
Target sequence (Q8BHY3 whole entry, looked up): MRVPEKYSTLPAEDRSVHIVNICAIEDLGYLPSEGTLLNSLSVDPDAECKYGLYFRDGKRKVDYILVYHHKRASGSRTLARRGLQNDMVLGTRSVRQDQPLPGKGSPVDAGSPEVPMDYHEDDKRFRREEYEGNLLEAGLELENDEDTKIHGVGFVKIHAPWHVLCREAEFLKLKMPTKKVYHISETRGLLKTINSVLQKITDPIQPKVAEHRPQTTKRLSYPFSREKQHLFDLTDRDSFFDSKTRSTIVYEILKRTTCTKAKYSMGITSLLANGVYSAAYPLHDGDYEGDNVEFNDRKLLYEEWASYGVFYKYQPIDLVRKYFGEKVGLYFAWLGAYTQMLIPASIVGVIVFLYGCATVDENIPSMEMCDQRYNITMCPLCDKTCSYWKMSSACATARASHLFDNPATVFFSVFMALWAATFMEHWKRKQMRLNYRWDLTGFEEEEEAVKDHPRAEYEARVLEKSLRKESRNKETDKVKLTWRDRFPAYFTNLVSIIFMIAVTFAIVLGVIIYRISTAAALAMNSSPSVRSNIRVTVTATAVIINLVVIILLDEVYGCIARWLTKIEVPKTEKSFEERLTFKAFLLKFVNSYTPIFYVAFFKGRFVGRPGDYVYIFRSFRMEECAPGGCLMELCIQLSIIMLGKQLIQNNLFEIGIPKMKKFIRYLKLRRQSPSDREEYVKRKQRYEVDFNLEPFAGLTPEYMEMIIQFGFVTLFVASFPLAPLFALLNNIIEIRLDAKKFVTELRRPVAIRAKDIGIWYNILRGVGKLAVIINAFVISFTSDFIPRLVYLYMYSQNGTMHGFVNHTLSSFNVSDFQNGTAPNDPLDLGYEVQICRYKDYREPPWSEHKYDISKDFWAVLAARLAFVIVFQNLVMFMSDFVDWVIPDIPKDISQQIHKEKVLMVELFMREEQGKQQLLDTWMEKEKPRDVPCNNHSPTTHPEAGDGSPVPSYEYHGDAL
MrgX1 PAM: allosterically activates human MrgX1 receptor signaling | Q96LB2 | MrgX1-HEK293, Fluo-4 calcium flux, FDSS; stronger effect = higher value | B-score at 10 µM | 310,000 tested, 0.63% active | AID 588675;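 active = plate-corrected calcium response at least 3 library SD above typical, normal starting fluorescence, not activating the receptor alone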;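 note: compound read alongside a low EC10 to EC30 dose of BAM8-22 agonist; peak minus trough fluorescence over baseline measured at the second addition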
KCNQ1 inh: human KCNQ1 channel inhibition; CHO-K1 KCNQ1, FluxOR thallium flux fluorescence; stronger effect = higher value; 310,000 tested, 1.3% active; B-score at 10 µM; P51787;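 active = compounds whose thallium flux B-score, printed positive for inhibition, exceeds three library SD while starting fluorescence stays within three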;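 note: channel opened by potassium depolarization with thallium stimulus after 20 min compound exposure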
KCNK3 block: human KCNK3 channel inhibition, primary screen; O14649; CHO-KCNK3 thallium flux, FluxOR fluorescence; stronger effect = lower value; B-score at 10 µM; 340,000 tested, 0.84% active; AID 602410;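 active = B-score under library mean minus 4 SD, starting fluorescence ratio at most library mean plus 5 SD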;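 note: more negative B-score means stronger inhibition of thallium flux through KCNK3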
ANO1 activ: activates or potentiates the mouse TMEM16A chloride channel. AID 623877. HEK293 TMEM16A/YFP-H148Q/I152L, iodide quench fluorescence; stronger effect = lower value. 340,000 tested, 0.3% active. B-score at 10 µM;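 active = fluorescence-ratio B-score plate-corrected deviation score at least 3 library SD below zero, with starting fluorescence score within 5 deviations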;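 note: channel opened by trigger with iodide after compound preincubation; score built on the fluorescence ratio of max minus min over baseline; more negative score means more quench and so TMEM16A activation or potentiation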
* = called active by the depositor; i = inactive; · = no result given.

Results follow in this order: KCNQ1 act	MrgX1 ag	hERG protect	RGS4 inh	RGS4 pot	KCNK9 inh	TMEM16A inh	MrgX1 PAM	KCNQ1 inh	KCNK3 block	ANO1 activ
1) CCOC(=O)C1=C(c2ccccc2)Nc2ncnn2C1c1cccc(OC)c1OC (stereo not drawn)
  i	i	-3	i	i	i	i	i	i	i	i
2) CCCN1CCN(C(=O)CN2C(=O)CC(C)(C)S(=O)(=O)c3ccccc32)CC1
  i	i	-3	i	i	i	i	i	i	i	i
3) COc1ccc(N2CCN(C3CCCN(C(=O)CN4CCCCC4=O)C3)CC2)cc1 (stereo not drawn)
  i	i	-10	i	i	i	i	i	i	i	i
4) CCOc1cccc(OCCOCCN(C)C)c1
  i	i	-3	i	i	i	i	i	i	i	i
5) CS(=O)(=O)N(CC(=O)Nc1cccnc1)c1ccc2c(c1)OCO2
  i	i	0	i	i	i	i	i	i	i	i
6) COc1ccc(C2SCC(=O)N2CCCN(C)C)cc1 (stereo not drawn)
  i	i	-10	i	i	i	25*	i	i	i	i
7) CC(=O)Nc1cccc2c1C(=O)N(c1ccc(OC(C)=O)cc1)C2=O
  i	i	-7	i	i	i	i	i	i	i	i
8) O=C(O)c1cccc(N2C(=O)c3ccc(C(=O)c4cccc([N+](=O)[O-])c4)cc3C2=O)c1
  i	i	-15	i	i	i	i	i	i	i	i
9) CCc1ccc(N2CC(C(=O)NCc3ccc4c(c3)OCO4)CC2=O)cc1 (stereo not drawn)
  i	i	-8	i	i	i	i	i	i	i	i
10) Cc1ccc(CN2CC(C(=O)Nc3ccc(S(=O)(=O)N4CCCCC4)cc3)CC2=O)cc1 (stereo not drawn)
  i	i	-2	i	i	i	i	i	i	i	i
11) Cc1ccccc1N1CCN(C2CCCN(C(=O)CCN3CCCCO3)C2)CC1 (stereo not drawn)
  i	i	-6	i	i	i	i	i	i	i	i
12) Cc1c(Cl)cccc1NC(=O)C1NC(=O)CC1c1ccccc1 (stereo not drawn)
  i	i	-8	i	i	i	i	i	i	i	i
13) CCOC(=O)CC(=O)CSc1ncnc2c1nnn2-c1ccc(OC)cc1
  i	i	7.0*	i	i	i	i	i	i	i	i
14) OC1(C#CCN2CCCC2)CCCCC1
  i	i	-1	i	i	i	i	i	i	i	i
15) CC(C)N(CCNC(=O)c1ccc(OCC2CCCO2)cc1)C(C)C (stereo not drawn)
  i	i	-15	i	i	i	i	i	i	i	i
16) CC(CO)N1CCS(=O)(=O)CC1 (stereo not drawn)
  i	i	0	i	i	i	i	i	i	i	i
17) COc1ccc(N2CCN(C(=O)CSc3nnc(NC(=O)C4CCC4)s3)CC2)cc1
  i	i	-9	i	i	i	i	i	i	i	i
18) CC(C)OCCCN1C(=O)c2[nH]nc(-c3ccccc3O)c2C1c1cccc(Cl)c1 (stereo not drawn)
  i	i	-3	i	i	i	i	i	i	i	i
19) Cn1c2ccccc2c2nn(-c3ccccc3)c(=O)cc21
  i	i	-3	i	i	i	i	i	i	i	i
20) Cc1ccccc1NC(=O)CSc1n[nH]c(-c2ccccn2)n1
  i	i	-11	i	i	i	i	i	i	i	i
21) CC(=O)c1ccc(NC(=O)c2cc(-c3cccs3)on2)cc1
  i	i	-3	i	i	i	i	i	i	i	i
22) O=C(c1ccco1)N1CCN(C(c2ccccc2)c2nnnn2C2CCCC2)CC1 (stereo not drawn)
  i	i	-8	i	i	i	i	i	i	i	i
23) Cc1ccc(N2CC(C(=O)N3CCN(Cc4ccc5c(c4)OCO5)CC3)CC2=O)cc1 (stereo not drawn)
  i	i	-4	i	i	i	i	i	i	i	i
24) CC(c1ccccc1)N1CCN(C(=O)CCl)CC1 (stereo not drawn)
  i	i	-11	i	i	i	i	i	i	i	i
25) N#CCCn1cc(C(=O)N2CCCCC2)c(-c2ccc([N+](=O)[O-])cc2)n1
  i	i	-6	i	i	i	i	i	i	i	i
26) O=C(OCc1cccc(C(F)(F)F)c1)c1ccc[nH]c1=O
  i	i	-7	i	i	i	i	i	i	i	i
27) CCOc1ccc(C(=O)NC(C)C2COc3ccccc3O2)cc1 (stereo not drawn)
  i	i	-6	i	i	i	i	i	i	i	i
28) CC(=O)N1CCN(c2ccc(NS(=O)(=O)c3ccc(C)cc3)cc2)CC1
  i	i	-5	i	i	i	i	i	i	i	i
29) Cc1ccc(-c2nc(CS(=O)(=O)CC(=O)NCc3ccc4c(c3)OCO4)c(C)o2)cc1
  i	i	-6	i	i	i	i	i	i	i	i
30) O=C(NCc1nnc(SCC(=O)N2CCCCCC2)o1)c1ccco1
  i	i	-6	i	i	i	i	i	i	i	i
31) Cc1ccc2c(c1)N(C(=O)CCC(=O)NCc1ccccc1)CC(C)O2 (stereo not drawn)
  i	i	-4	i	i	i	i	i	i	i	i
32) COC(=O)[C@@]12CCCN1[C@H](c1ccc(-c3ccccc3)cc1)[C@H]1C(=O)N(C)C(=O)[C@H]12
  i	i	-5	i	i	i	i	i	i	i	i
33) CN=c1scc(-c2ccc(Cl)cc2)n1C
  i	i	-6	i	i	i	i	i	i	i	i
34) NC(=O)c1ccccc1NC(=O)Nc1cccc(Cl)c1Cl
  i	i	-11	i	i	i	i	i	i	i	i
35) COc1ccc(S(=O)(=O)Nc2ccccc2C(=O)OC2CCCN(C)C2)cc1OC (stereo not drawn)
  i	i	-6	i	i	i	i	i	i	i	i
36) O=C(COc1coc(CN2CCN(c3ccc(F)cc3)CC2)cc1=O)Nc1ccccc1
  i	i	-7	i	i	i	i	i	i	i	i
37) CCOC(=O)c1c(NC(=O)CSc2nnc(-c3c[nH]c4ccccc34)n2C)sc2c1CCCC2
  i	i	-21	i	i	i	i	i	7*	i	-21*
38) CN1CCN(Cc2c(C#N)c3ccccc3n2C)CC1
  i	i	1	i	i	i	i	i	i	i	i
39) CCOC(=O)c1cc2c(C)n(-c3ccc(OCC)cc3)c(C)c2ccc1=O
  i	i	-8	i	i	i	i	i	i	i	i
40) COc1ccc(C2C(C(C)=O)=C(O)C(=O)N2c2ccc(Br)cn2)cc1 (stereo not drawn)
  i	i	-2	i	i	i	i	i	i	i	i
41) O=C1OC(C(=O)Nc2ccccc2)Cc2ccccc21 (stereo not drawn)
  i	i	-3	i	i	i	i	i	i	i	i
42) Cn1c(SCCN2CCOCC2)nc2sc3c(c2c1=O)CCCC3
  i	i	-5	i	i	i	i	i	i	i	i
43) CCn1nc(C(=O)Nc2ccccc2C)c(Cl)c1Cl
  i	i	-7	i	i	i	i	i	i	i	i
44) O=C(NCc1ccccn1)C12CC3CC(CC(C3)C1)C2
  i	i	-9	i	i	i	i	i	i	i	i
45) S=c1[nH]ccn1Cc1ccccc1
  i	i	-15	i	i	i	i	i	i	i	i
46) O=C(OCCCCN1C(=O)c2ccccc2C1=O)c1n[nH]c2ccccc12
  i	i	-21	i	i	i	i	i	i	i	i
47) CC1=NN(c2ccccc2)C(=O)C1N=Nc1cccc(O)c1 (stereo not drawn)
  i	i	-4	i	i	i	i	i	i	i	i
48) COc1ccc(CCC(=O)Nc2ncc(C)s2)cc1
  i	i	-4	i	i	i	i	i	i	i	i
49) CCn1nc(NS(=O)(=O)c2ccccc2)c2cc3cccc(C)c3nc21
  i	i	-13	i	i	i	i	i	i	i	i
50) COc1ccc(CCN(C)CCCC(C#N)(c2cc(OC)c(OC)c(OC)c2)C(C)C)cc1OC (stereo not drawn)
  i	i	-7	i	i	i	i	i	i	i	i

Next compounds follow.
Results follow in this order: KCNQ1 act	MrgX1 ag	hERG protect	RGS4 inh	RGS4 pot	KCNK9 inh	TMEM16A inh	MrgX1 PAM	KCNQ1 inh	KCNK3 block	ANO1 activ
51) S=C(Nc1ccc2[nH]ccc2c1)NC1CCCCC1
  i	i	-9	i	i	i	i	i	i	i	i
52) Cc1ccc(CCNS(=O)(=O)c2ccc(C)cc2)cc1
  i	i	-8	i	i	i	i	i	i	i	i
53) COc1cccc(C(=O)COc2ccc(NC(=O)c3ccccc3)cc2)c1
  i	·	-6	i	i	i	·	·	i	i	i
54) C/C(Cn1nnc([N+](=O)[O-])n1)=N\NC(=O)c1cccc(Cl)c1
  i	i	-9	i	i	i	i	i	i	i	i
55) O=C(CSc1nnc(NC(=O)c2c(F)cccc2F)s1)NC1CC1
  i	i	-5	i	i	i	i	i	i	i	i
56) N#C/C(=C\c1ccc(-c2nc3ccccc3s2)o1)C(N)=O
  i	i	-18	i	i	i	i	i	i	i	i
57) Nc1ccc2nn(-c3ccc(F)cc3)nc2c1
  i	i	-1	i	i	i	i	i	i	i	i
58) CCOc1c(Br)cc(C(=O)NCCCn2ccnc2)cc1OC
  i	i	-6	i	i	i	i	i	i	i	·
59) CC(=O)c1cccc(NC(=S)NC(=O)c2cccc(C)c2)c1
  i	i	-8	i	i	i	i	i	i	i	i
60) O=C1c2oc3ccc(Br)cc3c(=O)c2C(c2cccc(F)c2)N1CCO (stereo not drawn)
  i	i	-12	i	i	i	i	i	i	i	i
61) COc1cc2c(cc1OC)CN(Cc1ccc(C)s1)CC2
  i	i	-8	i	i	i	i	i	i	i	i
62) CCCC(=O)N1CCN(c2ccc(NC(=O)c3cccs3)cc2Cl)CC1
  i	i	-19	i	i	i	i	i	i	i	i
63) Cc1nc2c(-c3ccccc3)c(C)nn2c(C)c1CCC(=O)N1CCOCC1
  i	i	-11	i	i	i	i	i	i	i	i
64) Cc1nc2sc(C#N)c(N)c2c2c1CCCC2
  i	i	-2	i	i	i	i	i	i	i	i
65) Cc1nonc1NC(=O)CSc1nnc(-c2ccoc2C)n1C
  i	i	-8	i	i	i	i	i	i	i	i
66) Cn1nnnc1NCc1ccc(Cl)cc1
  i	i	-3	i	i	i	i	i	i	i	i
67) O=C(CN(Cc1ccc(F)cc1)C(=O)CNS(=O)(=O)c1ccc(Cl)cc1)NCC1CCCO1 (stereo not drawn)
  i	i	0	i	i	i	i	i	i	i	i
68) O=C(Nc1ccc2c(c1)OCO2)c1ccc(N2C(=O)c3ccccc3C2=O)cc1
  i	i	-8	i	i	i	i	i	i	i	i
